# High-throughput results as filed in PubChem.
# ERp5 block – blocks human ERp5 reductase activity on insulin; ERp5 insulin aggregation, absorbance 650 nm, 90 min; inhibition, % at 9.99 µM; 0.05% of 350,000 active; AID 651711;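 active = mean replicate inhibition above about 25%, with every replicate also reaching it, limit read from the data, passing the limit was not always enough; inconclusive = only one of those two criteria met; inactive = neither criterion met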
# Target sequence (Q15084 whole entry, looked up): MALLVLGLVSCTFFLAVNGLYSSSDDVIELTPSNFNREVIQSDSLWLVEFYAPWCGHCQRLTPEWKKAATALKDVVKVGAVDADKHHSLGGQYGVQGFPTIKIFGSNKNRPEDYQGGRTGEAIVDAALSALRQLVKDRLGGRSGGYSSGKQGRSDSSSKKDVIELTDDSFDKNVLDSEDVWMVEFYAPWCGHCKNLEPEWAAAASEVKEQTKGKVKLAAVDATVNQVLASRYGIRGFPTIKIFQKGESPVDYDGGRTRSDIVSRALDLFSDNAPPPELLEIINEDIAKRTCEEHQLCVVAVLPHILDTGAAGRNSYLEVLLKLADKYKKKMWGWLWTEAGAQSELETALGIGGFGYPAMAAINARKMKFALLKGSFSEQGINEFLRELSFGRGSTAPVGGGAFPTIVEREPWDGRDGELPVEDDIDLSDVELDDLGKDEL
# ERAP1 inh – ERAP1 (human) enzyme inhibition; Q9NZ08; recombinant ERAP1, Leu-AMC fluorescence, 60 min; 0.15% of 340,000 active; inhibition, % at 10.7 µM;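 active = mean replicate inhibition of at least 30%, or all replicates individually reaching that 30% level; inactive = mean below 30% and not every replicate reaching it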;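 also: 0% = neutral control wells and 100% = L-leucinethiol positive control wells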
# SIRT5 inh – sirtuin-5 (human) deacylase inhibition; Q9NXA8; Purified SirT5, succinyl-peptide AMC, trypsin-coupled fluorescence; inhibition, % at 15 µM; 1.1% of 330,000 active; in the data active = inhibition above about 15%; inconclusive = no clear call, values can overlap the other calls
# Target sequence (Q9NXA8 whole entry, looked up): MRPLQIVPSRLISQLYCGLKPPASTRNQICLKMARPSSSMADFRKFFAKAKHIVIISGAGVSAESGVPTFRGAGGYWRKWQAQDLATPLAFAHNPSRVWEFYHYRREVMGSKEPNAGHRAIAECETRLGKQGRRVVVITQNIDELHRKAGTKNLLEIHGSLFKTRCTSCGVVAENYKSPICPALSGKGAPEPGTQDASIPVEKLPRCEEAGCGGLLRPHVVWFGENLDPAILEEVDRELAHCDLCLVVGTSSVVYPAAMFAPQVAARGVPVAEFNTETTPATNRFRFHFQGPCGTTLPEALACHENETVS
# miR122 inh – inhibitors of miR-122 in Huh7 cells; activation (reporter increase), % at 12.5 µM; 0.3% of 340,000 active; Huh7 miR-122 Renilla luciferase sensor, 48 h; neutral wells = 0, positive control = 100;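 active = mean replicate activation score at least 90 and every replicate individually at or above 90; inconclusive = only one of the two criteria met; inactive = neither criterion met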;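 also: higher luciferase means less miR-122 activity so hits act as miR-122 inhibitors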
# CASP6 VEID inh – caspase-6 (human) enzyme inhibition; P55212; purified caspase-6, Z-VEID-R110 cleavage fluorescence; inhibition, % at 12.5 µM; 0.53% of 350,000 active;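 active = mean inhibition across replicates at least about 35%, with every replicate also reaching that limit, limit read from the data; inconclusive = only one of the two criteria met; inactive = neither criterion met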;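 also: 0% = median of neutral control wells and 100% = no fluorescence left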
# Target sequence (P55212 24-179 limits assumed): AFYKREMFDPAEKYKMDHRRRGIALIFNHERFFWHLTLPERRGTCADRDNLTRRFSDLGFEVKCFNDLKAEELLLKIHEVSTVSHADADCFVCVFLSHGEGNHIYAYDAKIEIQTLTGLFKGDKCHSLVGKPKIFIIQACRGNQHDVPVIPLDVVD
# Target sequence (P55212 194-293 limits assumed): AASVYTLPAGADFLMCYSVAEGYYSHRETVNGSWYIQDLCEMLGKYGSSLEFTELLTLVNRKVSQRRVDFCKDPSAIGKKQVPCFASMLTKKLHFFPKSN
# F508del corr – correctors of CFTR F508del function in bronchial epithelial cells; 0.36% of 350,000 active; CFBE cells, YFP halide quenching; stimulated with forskolin plus potentiator P3; % fluorescence drop versus neutral controls; activity (quench increase), % at 7.58 µM;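 active = mean added fluorescence quench of at least 8% versus neutral control, with both replicates also reaching 8%; inconclusive = only one of the mean or replicate conditions met; inactive = mean below 8% and not both replicates reaching 8%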;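 also: cells transiently co-express mutant CFTR-F508del with the halide-sensitive YFP; corrector assay measuring rescue of mutant channel to the surface after 24 h compound exposure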
# DENV2 CPE rescue – DENV2-induced cell death inhibition; DENV2-infected cells, cytopathic effect rescue, plate reader; CPE inhibition, % at 9.99 µM; 1.7% of 350,000 active; in the data active = CPE inhibition above about 20%, passing the limit was not always enough; inconclusive = no clear call, values can overlap the other calls; tested in BHK-21 cells;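 also: 0% = median of neutral control wells and 100% = median of positive control wells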
# * marks the source's active call; other numbers are inactive results; ? = inconclusive; . = no result given; & = joins results of further samples; [ ] = another dose, or the depositor's remark. Rows are unselected, and some 4% of all compounds hit somewhere here.
SMILES,ERp5 block,ERAP1 inh,SIRT5 inh,miR122 inh,CASP6 VEID inh,F508del corr,DENV2 CPE rescue
N#Cc1ccccc1Sc1ccccc1C(=O)NCC(c1ccco1)N1CCCCC1 (stereo not given),2,-1,-1,3,-128,-1.4,-1
CC(=O)Oc1cc2c3c(c1)/C(=C1/SC(=S)NC1=O)C(=O)N3C(C)(C)C=C2C,4,0,-1,.,0,-0.6,2
CCCNC(=O)N1C[C@H](O)COC[C@@H]2O[C@H](CC(=O)N[C@H]3CCN(Cc4ccccc4)C3)CC[C@H]21,-1,2,6,19[16.7 µM],-6,0.9,15
CCCCNC(=O)C1(C)CCN1C(=O)CSc1ccccc1 (stereo not given),1,2,0,-2,-4,-3.8,0
O=C(NC1CCCC1)N[C@@H]1C=C[C@H](CC(=O)N2CCOCC2)O[C@H]1CO,-3,0,10,-8[16.7 µM],-1,-0.4,14
C/C(=N\O)C(=O)C(CN1CCCCC1)CN1CCCCC1,4,-3,-8,-6,-3,0.7,.
c1ccc2sc(NC3=NCN(C4CCCCC4)CN3)nc2c1,-6,0,-3,2,-1,0.4,-3
CCCC(=O)Nc1nnc(SCC(=O)NC2CC2)s1,1,4,-7,4,3,0.2,-2
CCCc1cc(NC(=O)CCl)n(-c2ccccc2)n1,2,2,-12,-8,3,-1.4,5
CC(=O)N1c2ccc(S(=O)(=O)N3CCC(C(=O)NCCc4ccc(Cl)cc4)CC3)cc2CC1C (stereo not given),-9,1,-2,0,2,2.8,-7
C[C@H](O)[C@@H]1C(=O)N2CCc3c([nH]c4ccccc34)[C@@H]2C[C@@H]1N(C)C(=O)NC1CCCCC1,1,-166,-17,3,2,2.5,14
COc1ccc(/C=C/C(=O)OCC(=O)c2c[nH]c3ccccc23)cc1,5,1,-2,.,-1,-5.5,-5
COc1ccc([C@H]2CN(Cc3ccccc3)C(=O)[C@@H]2CC(=O)Nc2ccccc2)cc1,5,2,11,18,3,2.7,1
Cc1nc(C(F)(F)F)ccc1C(=O)N1CCC1(C)C(=O)NS(=O)(=O)c1cccc(Cl)c1 (stereo not given),8,-2,.,-4,-1,-1.6,-8
COc1ccc(-c2nc(CN3CCC(C(=O)N4CCc5ccccc54)CC3)c(C)o2)cc1OC,1,6,1,-9,0,2.0,0
CC(C)n1cnnc1SCC(=O)Nc1ccc(N2CCCCC2)cc1,1,-2,-1,.,-1,0.1,1
CN(CCc1ccccc1)C(C(=O)c1ccc2c(c1)OCO2)c1nnnn1-c1ccccc1NC(=O)OC(C)(C)C (stereo not given),-3,.,-3,.,0,5.5,2
COCC(C)N=C1NN=C(c2cccs2)C(CC(=O)O)S1 (stereo not given),2,4,10,.,8,-0.7,-2
CCn1nc(Cc2cccc3ccccc23)c(C#N)c1N,1,-1,.,.,-66,-1.2,-5
Cc1c(CCC(=O)N2CCC(C(=O)O)(c3ccccc3)CC2)c(=O)oc2cc3oc4c(c3cc12)CCCC4,1,1,-1,-4,2,0.3,-11
C=CCN=C1NC(c2ccccc2)C(C(=O)OC)=C(C)N1C (stereo not given),-8,0,.,.,-3,1.6,0
OCCN1CCN(c2ncnc3c2ncn3[C@H]2CN(Cc3ccc4c(c3)OCO4)C[C@@H](CO)O2)CC1,7,-10,0,-13,-1,.,-3
COCCCN(C(=O)c1ccc(-c2ccc(C(C)=O)cc2)o1)c1c(N)n(CC(C)C)c(=O)[nH]c1=O,-6,2,0,.,2,-0.5,2
O=C(N/N=C(\Cc1ncc[nH]1)c1ccccc1)c1ccncc1,3,0,-4,4,-3,2.3,0
Clc1ccccc1-c1cccc2nccn12,1,1,-3,-5,-2,-1.1,7
Cc1cc(C)cc(NC(=S)NCc2ccncc2)c1,5,1,4,.,1,-3.8,2
COc1ccc(S(=O)(=O)Nc2ccc3c(c2)C(=O)N([C@H](C)CO)C[C@@H](C)[C@@H](CN(C)S(=O)(=O)c2ccc(OC)cc2)O3)cc1,13,0,3,49[16.7 µM],-1,-2.8,-10
COCC#Cc1cnc2c(c1)C(=O)N([C@H](C)CO)C[C@H](C)[C@@H](CN(C)Cc1ccccc1F)O2,-2,3,-7,9[16.7 µM],2,-1.8,-8
Cn1c(C(=O)OCC(=O)NCc2cccs2)cc2sccc21,-1,-1,-1,7,0,2.9,-6
C[C@@H]1CN([C@H](C)CO)C(=O)c2cc(NC(=O)Nc3ccc4c(c3)OCO4)ccc2O[C@@H]1CN(C)CC1CCCCC1,-1,3,2,-7[16.7 µM],1,-0.2,14
C[C@H]1CN([C@@H](C)CO)C(=O)Cc2cc(NS(=O)(=O)c3ccc(F)cc3)ccc2O[C@@H]1CN(C)Cc1ccccc1,9,3,6,-10[16.7 µM],4,-1.4,-4
CN(C)c1cccc(NC(=O)c2ccc(-c3ccc(F)c(F)c3)c3ccoc23)c1,3,5,6,-6,1,0.2,2
CCCNC(=O)C[C@H]1CC[C@@H]2[C@H](COc3ccc(NC(=O)c4ccccc4)cc3C(=O)N2C)O1,-2,2,-2,1[16.7 µM],1,-2.7,5
c1cnc2c(Oc3ncnc4sccc34)cccc2c1,0,-1,4,-1,1,-0.1,-1
Cn1cc(-c2ccno2)c(C(=O)O)n1,2,-2,-1,-3,-1,-5.3,-5
Cc1ccc(N(CC(=O)O)S(C)(=O)=O)cc1,1,-2,0,-4,1,0.3,-7
Cc1cc(C(=O)Nc2ccc3c(c2)C(=O)N(C)[C@H]2CC[C@H](CC(=O)Nc4ccc(Cl)cc4)O[C@@H]2CO3)no1,.,4,0,25[16.7 µM],0,-0.9,12
CC(=O)N1CCOc2ccc(S(=O)(=O)NCC3CCC(C(=O)Nc4ncccc4C)CC3)cc21 (stereo not given),4,-1,-1,0,4,-0.2,4
O=C(NNC(=O)c1cc(S(=O)(=O)N2CCOCC2)c(Cl)cc1Cl)c1ccccc1F,4,3,.,.,-2,2.2,6
CNC(=S)NC1CC2CCCC(C1)N2Cc1ccco1 (stereo not given),-2,11,-3,-7,-12,0.1,.
CO[C@@H]1CN(C)C(=O)c2cc(NS(=O)(=O)c3ccccc3)ccc2OC[C@@H](C)N(Cc2nccs2)C[C@H]1C,-1,-1,9,.,-1,-0.5,-8
O=C(CN1CCOCC1)N[C@H]1CC[C@@H](CCNC(=O)C2CCC2)O[C@H]1CO,-2,-4,1,-5[16.7 µM],2,-0.5,5
CC(C)(C)c1ccc(OCCCCCCN2CCNCC2)cc1,1,.,-1,-5,-86,-1.6,-17
Cc1ccc(C)c(OCc2nnc(SCC(=O)NC(=O)NCc3ccco3)o2)c1,5,12,7,.,1,1.9,7
CC1CCCN(c2c([N+](=O)[O-])cc(C(=O)O)cc2[N+](=O)[O-])C1 (stereo not given),-6,4,-1,.,5,-0.1,9
O=C(/C=C/c1cccc([N+](=O)[O-])c1)OCC1CCCO1 (stereo not given),5,12,-2,.,-2,-3.4,1
C[C@H]1CN([C@@H](C)CO)C(=O)Cc2cc(NC(=O)Cc3ccccc3)ccc2O[C@@H]1CN(C)C(=O)Nc1ccc(C(F)(F)F)cc1,-7,0,3,-4[16.7 µM],1,-1.5,-1
C[C@H](NC(=O)C[C@@H]1CC[C@@H]2[C@H](COC[C@H](O)CN2C(=O)Nc2cccc(F)c2)O1)c1ccccc1,-4,3,-1,0[16.7 µM],-1,-3.1,6
Cc1cc(/C=C2\SC(=S)NC2=O)c(C)n1-c1ccc(O)cc1,-1,3,2,.,2,-0.6,-6
CCN1C(=O)[C@H]2[C@@H](c3ccc(-c4ccc(OC)cc4)c(OC)c3)N3CCCC[C@@]3(C(=O)OC)[C@H]2C1=O,-2,0,.,-6,0,-0.4,-11
CC1=C(C(=O)OCc2ccc3c(c2)OCO3)C(c2ccc(Cl)cc2)NC(=O)N1 (stereo not given),-6,-3,-1,.,2,0.9,1
C[C@H](CO)N1C[C@H](C)[C@H](CN(C)C(=O)Nc2cccc3ccccc23)Oc2ncc(C#Cc3ccccc3)cc2C1=O,-8,2,0,-7[16.7 µM],-1,1.1,6
Cc1cccnc1NC(=O)CCc1nnc2ccc(N3CCC4(CC3)OCCO4)nn12,8,4,3,0,1,2.0,15
COc1cccc(C(=O)C2CCCN(C(=O)c3cccc(C#CC(C)(C)O)c3)C2)c1 (stereo not given),1,1,-5,2,-5,-2.6,-2
Cc1ccc(N(CC(=O)NCc2ccc3c(c2)OCO3)C(=O)CCC(=O)Nc2ccccn2)cc1,1,-5,-3,.,2,1.3,-2
CCNC(=O)C1(C)CCCN(Cc2csc(-c3ccc(Cl)cc3)n2)C1 (stereo not given),7,1,-1,4,1,-1.2,12
COc1cc2c(cc1OC)C(NC(=O)c1ccc(C)cc1)CC2=O (stereo not given),7,0,-4,.,-4,-1.1,-4
O=C(/C=C\c1ccco1)Nc1nc(-c2ccccc2)cs1,4,-4,-5,-7,-2,-1.5,-4
Cc1c(NC(=O)c2cccc(NC(=O)COc3cccc(Br)c3)c2)c(=O)n(-c2ccccc2)n1C,2,-2,-4,.,1,-2.5,-5
CC(=O)c1ccc(-n2c(SCC(=O)c3c[nH]c4ccccc34)nc3ccccc3c2=O)cc1,1,3,1,.,0,-2.4,5

# More results follow:
SMILES,ERp5 block,ERAP1 inh,SIRT5 inh,miR122 inh,CASP6 VEID inh,F508del corr,DENV2 CPE rescue
C[C@H]1CCCCO[C@@H](CN(C)CC2CCCCC2)[C@@H](C)CN([C@@H](C)CO)C(=O)c2cc(NC(=O)Nc3ccc(C(F)(F)F)cc3)ccc2O1,-2,1,-2,-26[16.7 µM],-4,3.8,3
C[C@H](CO)N1C[C@H](C)[C@H](CN(C)Cc2ccc(C(=O)Nc3ccccc3N)cc2)Oc2c(NS(=O)(=O)c3ccc(F)cc3)cccc2C1=O,4,-2,-1,.,3,-0.9,14
CCOc1ccc(CN2CCN(Cc3ccsc3)C(CCO)C2)cc1CO (stereo not given),1,1,-2,.,-2,.,-8
COc1cccc(CNC(=O)CCNC(=O)N2CCn3c2nc2ccccc23)c1,0,-2,0,-5,-1,-0.7,2
CC1(C)Nc2cccc3cccc(c23)N1,10,7,-16,.,6,-1.7,6
COc1ccccc1-c1n[nH]nc1C1=CC(=O)CC(C)(C)C1,1,-3,-3,-3,0,-2.1,?
COc1ccc(CN(C)C[C@@H]2OCCCC[C@@H](C)Oc3ccc(N(C)C)cc3C(=O)N([C@H](C)CO)C[C@@H]2C)cc1,0&-1,-2&-1,0&8,-4,-5&-8,-0.8&4.9,18
CN(C(=O)c1c[nH]c(=O)cc1C(F)(F)F)c1ccc(Cl)c(Cl)c1,1,2,0,.,1,1.3,?
CCOC(=O)CSc1ccc(C(=O)Nc2ccc(Cl)cc2)cn1,0,-1,-2,.,1,4.7,-1
COCCn1c(C)cc(C(=O)COC(=O)CNC(=O)c2ccco2)c1C,12,3,-1,.,-3,0.8,2
CCC(=O)N(C)C[C@H]1Oc2ncc(C#CC(C)(C)O)cc2C(=O)N([C@@H](C)CO)C[C@@H]1C,-2,-1,-2,0[16.7 µM],0,2.2,-3
O=C(Nc1cccc(-n2cnnn2)c1)c1ccoc1COc1ccc(Cl)cc1,0,-1,-1,3,3,0.9,-5
CCOc1ccccc1N(C(=O)CNS(=O)(=O)c1ccccc1)C(CC)C(=O)NCc1ccco1 (stereo not given),-2,2,-1,33,-1,-2.1,-4
Cn1cnc(CCNC(=O)[C@H]2[C@H](CO)[C@H]3Cn4c(cccc4=O)[C@H]3N2C(=O)Nc2ccccc2)c1,0,-1,-2,.,-1,.,0
